Screens: PubChem, NMMLSC
T cell modulator: modulators of CD8 T cell-vesicle binding, primary screen, mouse 2C CD8+ T cells, flow cytometry; calls only at 7 µM; 2C CD8+ T cell-vesicle binding; stronger effect = lower value; hit rate 0.068% among 330,000;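 active means response, share of CD8 T cells binding vesicles, and their 90th percentile fluorescence all below set limits, cut at about 80% in these data, passing the limit was not always enough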
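Read-out – percent CD8+ FL2 mean versus row control · System – murine 2C transgenic CD8+ T lymphocytes · Times – 1.5 h cell–vesicle binding at 37 °C, then 20 min icy labelling · Control set – naked vesicles low, QL9 vesicles with vehicle high · Detection – cytometric PE anti-B7-1 and Alexa647 anti-CD8 signals after 1% paraformaldehyde fixation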
T cell modulator vesicle-bound %: further read-out of T cell modulator, marked with its call; double positive events, %; measured here: CD8+ vesicle-bound cell fraction;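 binding gate set so that unloaded-vesicle control wells show 10% double positive cells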
Active calls of the source: *; i = inactive.

SMILES	T cell modulator	T cell modulator vesicle-bound %
CCN1CCN(c2ccc(N3CCN(S(=O)(=O)c4ccc(C)c([N+](=O)[O-])c4)CC3)nn2)CC1	i	19
COc1ccc(CCNc2ccc([N+](=O)[O-])cn2)cc1	i	56
O=c1c2ccccc2nc(/C=C/c2ccc(Br)cc2)n1CCO	i	30
Cc1ccccc1OCC(=O)OCC(=O)NC1CC1	i	34
COc1ccccc1CC1CC(=O)N(c2cccc(Cl)c2C)C1=O (stereo unspecified)	i	12
CC(OC(=O)CNS(=O)(=O)c1ccc(C#N)cc1)C(=O)Nc1ccc(Cl)cn1 (stereo unspecified)	i	13
O=C(COc1ccc(F)cc1Cl)Nc1cc(S(=O)(=O)N2CCOCC2)ccc1N1CCCCC1	i	21
Cn1nnnc1SCC(=O)Nc1ccccc1Br	i	31
O=C(O)c1cc(-c2ccc3c(c2)OCO3)nc2ccc(Cl)cc12	i	63
N#Cc1ccc(Oc2ccc(S(=O)(=O)N3CCCC3)cn2)cc1	i	21
COc1cc2c(cc1OC)CN(C(=O)CCc1c[nH]c3ccccc13)[C@H](C(=O)O)C2	i	51
COc1cccc(-c2csc(N3CCN(C(=S)NCC(C)C)CC3)n2)c1	i	44
COc1cccc(CNc2nc(C(F)(F)F)nc3ccccc23)c1	i	19
Cn1c(CNC(=O)c2ccccc2F)cc2ccccc21	i	47
CCCc1cc(=O)[nH]c(SCC(=O)N(C)CC(=O)Nc2ccc(F)cc2)n1	i	44
Cc1ccc(NC(=O)NNC(=O)c2cc3ccccc3cc2O)c(C)c1	i	14
CN1CCN(C(=O)/C(=C/c2ccc(F)cc2)NC(=O)c2ccccc2)CC1	i	25
Cc1ccc(NC(=O)COCC(=O)Nc2ccc(F)cc2)cc1	i	49
COc1ccccc1C(=O)COC(=O)CNC(=O)c1ccc(Br)o1	i	58
O=C(NCC1CC1(Cl)Cl)Nc1ccc(Cl)c(Cl)c1 (stereo unspecified)	i	21

Full records as entered above:
CCCc1cc(=O)[nH]c(SCC(=O)N(C)CC(=O)Nc2ccc(F)cc2)n1 is listed as T cell modulator: i; T cell modulator vesicle-bound %: 44
Cn1c(CNC(=O)c2ccccc2F)cc2ccccc21 is listed as T cell modulator: i; T cell modulator vesicle-bound %: 47

(continued)
SMILES	T cell modulator	T cell modulator vesicle-bound %
CSc1ncc(C(=O)Nc2cccc(C)c2C)c(C)n1	i	26
CN(C)S(=O)(=O)c1cccc(NC(=S)NC23CC4CC(CC(C4)C2)C3)c1	i	35
O=C(c1cc(F)c(F)c(F)c1F)N1CCN(Cc2ccc3c(c2)OCO3)CC1	i	27
COc1ccc(Cl)cc1NC(=O)CC1S/C(=N/N=C2CCCCCC2)NC1=O (stereo unspecified)	i	3
CC(Oc1ccc(Br)cc1)C(=O)NCC1(N2CCCCC2)CCCCC1 (stereo unspecified)	i	32
COc1ccc(CNC(=O)COC(=O)CN2C(=O)NC3(CCCC3)C2=O)cc1	i	31
Cc1ccc(S(=O)(=O)Nc2ccc(C(=O)N3CCCC3)cc2)cc1	i	29
CCOc1cc2[nH]c(=S)n(Cc3ccc(C(=O)NCCCN4CCOCC4)cc3)c(=O)c2cc1OCC	i	57
CCOC(=O)N1CCN(C(=O)CS(=O)Cc2nc(-c3ccc(OC)c(OC)c3)oc2C)CC1 (stereo unspecified)	i	8
COc1ccc(C(=O)Nc2ccc(S(=O)(=O)N3CCN(C)CC3)cc2)cc1[N+](=O)[O-]	i	51
Cc1cc(OC(C)C(=O)NCCCN2CCOCC2)ccc1Cl (stereo unspecified)	i	66
Cc1cccc(NC(=O)NCC2CCN(c3ccc(S(=O)(=O)N4CCOCC4)cc3)CC2)c1	i	48
Cc1ccsc1C(=O)NCCc1nnc2ccccn12	i	18
CCOc1ccc(/C=C/C(=O)N(CC)CC(=O)Nc2ccc3c(c2)OCCO3)cc1OCC	i	57
OC[C@H]1OC(O)C[C@@H](O)[C@@H]1O (stereo partly specified)	i	42
CC(NC(=O)Cn1cc(Br)c([N+](=O)[O-])n1)c1ccccc1 (stereo unspecified)	i	41
Cc1noc(C)c1NC(=O)N(C)C[C@H]1Oc2c(NC(=O)Nc3ccc(C(F)(F)F)cc3)cccc2C(=O)N([C@H](C)CO)C[C@@H]1C	i	34
COc1cc(/C=N/Nc2ccccc2)ccc1O	i	52
S=c1[nH]nc(COc2ccc(Cl)cc2)n1-c1ccccc1	i	48
Cc1cc(C)cc(NC(=O)CSc2nnc(NC(=O)C3CC3)s2)c1	i	12

Random excerpt: 2 compounds from above
SMILES	T cell modulator	T cell modulator vesicle-bound %
CC(NC(=O)Cn1cc(Br)c([N+](=O)[O-])n1)c1ccccc1 (stereo unspecified)	i	41
Cc1cccc(NC(=O)NCC2CCN(c3ccc(S(=O)(=O)N4CCOCC4)cc3)CC2)c1	i	48

Continuation:
SMILES	T cell modulator	T cell modulator vesicle-bound %
CCOC(=O)c1cc(C(=O)Nc2sc3c(c2C#N)CCCC3)nn1C	i	12
CCOC(=O)c1ccc(S(=O)(=O)N2CC(=O)Nc3ccccc32)cc1	i	33
COc1ccc(-n2c(CCC(=O)O)ccc2-c2ccc(F)cc2)c(OC)c1	i	53
Cc1ccc(S(=O)(=O)N2CCC(C(=O)NCCCN3CCCC3=O)CC2)cc1	i	47
CN(C)CCCNC(=O)CC1C[C@H](C(=O)N2CCOCC2)[C@@]2(CCC3CCCC3)c3[nH]c4ccccc4c3CCN2C1=O (stereo partly specified)	i	10
CC1CCCC(NC(=O)COC(=O)c2ccc(Br)o2)C1C (stereo unspecified)	i	53
CN(C)C(=O)c1ccc(NC(=O)c2cccc(S(=O)(=O)N3CCCc4ccccc43)c2)cc1	i	55
COc1ccc(NC(=O)CN(C)C(=O)c2ccc(NS(=O)(=O)c3ccc(F)cc3)cc2)cc1	i	50
Cc1cccc(CCNC(=O)c2cc(S(=O)(=O)N3CCCCC3)c[nH]2)c1	i	14
Cc1ccc(NC(=O)CC2CCCC2)c(Br)c1	i	36
Nc1cc(=O)[nH]c(SCc2ccc(Cl)cc2Cl)n1	i	38
COc1ccccc1N(CC(=O)NCC1CCCO1)C(=O)CCC(=O)Nc1cc(C)on1 (stereo unspecified)	i	27
COc1cc(/C=C2\SC(=O)N(CC(=O)Nc3ccc(C)cc3)C2=O)cc(Cl)c1OCC(=O)O	i	58
O=C(CN1C(=O)c2ccccc2C1=O)Nc1ccccc1	i	60
Cc1ccc(S(=O)(=O)N2CCOC2CNC(=O)C(=O)NCc2ccc(Cl)cc2)cc1 (stereo unspecified)	i	6
O=C(c1cc(COc2ccc3c(c2)CCCC3)on1)N1CCCC1	i	36
CC(C)n1cc(C(=O)N2CCCC(N3CCN(c4cccc(Cl)c4)CC3)C2)cn1 (stereo unspecified)	i	66
CC(C)(C)c1ccc(OCC(O)CN2CCN(c3ccccn3)CC2)cc1 (stereo unspecified)	i	7
CC(=O)N1c2ccc(S(=O)(=O)N(C)CC(=O)N(C)Cc3ccccc3)cc2CC1C (stereo unspecified)	i	31
COc1cc(-c2n[nH]c(=S)n2-c2ccc(Br)cc2)cc(OC)c1OC	i	61
CCOc1ccc(NC(=O)CN(C)C(=O)C2CCN(c3ncnc4sc(C)c(C)c34)CC2)cc1OCC	i	54
Cc1ccc(C(=O)NCCCN2CCOCC2)c(Cl)c1	i	60
O=C(COC(=O)c1cc(S(=O)(=O)N2CCOCC2)ccc1F)Nc1ccc(Cl)cn1	i	30
COc1ccc(C(=O)OCC(=O)NC2CC2)cc1OC	i	44
CCOc1cc(C(=O)NN=C2CCCC2)cc(OCC)c1OCC	i	10
O=C(NCCc1ccccc1)C1CCN(C(=O)N2CCOc3ccccc32)CC1	i	40
O=C(CN1C(=O)NC2(CCCCC2)C1=O)Nc1cccc(Cl)c1Cl	i	21
Cc1ccccc1OCCC(=O)OCC(=O)NC1CCS(=O)(=O)C1 (stereo unspecified)	i	53
Cc1ccc(C(C)C)c(OCCCn2ccnc2C)c1	i	54
Cc1ccc(CNC(=O)CN2C(=O)COc3ccc(S(=O)(=O)N4CCC(C)CC4)cc32)o1	i	7
CN1C(=O)C2C3c4ccccc4C(c4ccccc43)[C@@H]2C1=O (stereo partly specified)	i	27
CCN(CC)C(=O)COc1ccc(/C=N/NC(=O)c2cc(-c3ccccc3OC)nc3ccccc23)cc1OC	i	10
CSCCC(NC(=O)c1ccc(C(C)(C)C)cc1)C(=O)OCC(=O)N1CCCC1=O (stereo unspecified)	i	34
CCOC(=O)C1CCN(S(=O)(=O)c2ccc(Cl)s2)CC1	i	37
Cc1n[nH]c(C)c1S(=O)(=O)N1CCN(S(=O)(=O)c2ccccc2C#N)CC1	i	28
O=C(Cn1c(=O)oc2cc(S(=O)(=O)N3CCCC3)ccc21)NC1CCCCC1	i	26
COc1cccc(C(=O)Nc2nnc(S(=O)(=O)N3CCCCC3)s2)c1	i	19
COC(=O)c1[nH]c2ccccc2c1CN1CCOCC1	i	33
COc1ccc(-c2csc(NC(=O)C(CC(=O)O)N3CCOCC3)n2)cc1 (stereo unspecified)	i	56
CC(NC(=O)C(C)N1CCN(Cc2ccccc2)CC1)c1ccccc1 (stereo unspecified)	i	13

Rewritten with each value named: entries from further up.
Cc1noc(C)c1NC(=O)N(C)C[C@H]1Oc2c(NC(=O)Nc3ccc(C(F)(F)F)cc3)cccc2C(=O)N([C@H](C)CO)C[C@@H]1C
- T cell modulator: i
- T cell modulator vesicle-bound %: 34

COc1cc(/C=N/Nc2ccccc2)ccc1O
- T cell modulator: i
- T cell modulator vesicle-bound %: 52

The listing continues.
SMILES	T cell modulator	T cell modulator vesicle-bound %
Cn1cccc1C(=O)NCC(c1ccco1)N1CCCCC1 (stereo unspecified)	i	29
O=C(OCC(=O)N1CCc2ccccc21)[C@@H]1CC(O)CN1S(=O)(=O)c1ccc(Cl)cc1 (stereo partly specified)	i	34
CCOc1ccc(OCC(=O)N(CCC2=CCCCC2)c2c(N)n(Cc3ccccc3)c(=O)[nH]c2=O)cc1	i	8
O=C(Nc1nccs1)c1cccc2ccccc12	i	59
O=C(CC(c1ccccc1)c1ccccc1)NCC(O)c1ccc([N+](=O)[O-])cc1 (stereo unspecified)	i	41
O=C1CC(NS(=O)(=O)c2cc(F)ccc2F)CN1c1ccc2c(c1)OCCO2 (stereo unspecified)	i	50
CCN(CC(=O)Nc1ccccc1OC)C(=O)c1ccc(N(C)S(=O)(=O)c2ccc(C)cc2)cc1	i	36
CC(C)CCOP(=O)(c1ccc(N(C)C)cc1)C(O)c1ccccc1 (stereo unspecified)	i	24
CN(C)S(=O)(=O)c1ccc(Cl)c(NC(=O)COC(=O)/C=C/c2ccc3ccccc3n2)c1	i	39
C=CCCC(=O)N1CCCC(Cc2cccc(Cl)c2)(C(=O)OCC)C1 (stereo unspecified)	i	58

Looked up above.
Reading of CN(C)S(=O)(=O)c1ccc(Cl)c(NC(=O)COC(=O)/C=C/c2ccc3ccccc3n2)c1 in T cell modulator vesicle-bound %: 39
Reading of CCN(CC(=O)Nc1ccccc1OC)C(=O)c1ccc(N(C)S(=O)(=O)c2ccc(C)cc2)cc1 in T cell modulator vesicle-bound %: 36
Reading of O=C(Nc1nccs1)c1cccc2ccccc12 in T cell modulator vesicle-bound %: 59
Reading of CCOc1ccc(OCC(=O)N(CCC2=CCCCC2)c2c(N)n(Cc3ccccc3)c(=O)[nH]c2=O)cc1 in T cell modulator vesicle-bound %: 8
Reading of C=CCCC(=O)N1CCCC(Cc2cccc(Cl)c2)(C(=O)OCC)C1 (stereo unspecified) in T cell modulator vesicle-bound %: 58
Reading of O=C(OCC(=O)N1CCc2ccccc21)[C@@H]1CC(O)CN1S(=O)(=O)c1ccc(Cl)cc1 (stereo partly specified) in T cell modulator vesicle-bound %: 34

Next section
SMILES	T cell modulator	T cell modulator vesicle-bound %
Cc1ccc(NC(=O)CCNS(=O)(=O)c2ccc(Br)cc2)cc1S(=O)(=O)N1CCOCC1	i	52
CNC(=S)N(CCCN(C)C)Cc1cc2cc3c(cc2[nH]c1=O)OCCO3	i	65
Cc1cccc(NS(=O)(=O)c2ccc(C(=O)N3CCC3)cc2)c1C	i	37
COc1cc(C2OC(=O)C3C(c4ccc(OC(C)=O)c(OC)c4)OC(=O)C23)ccc1OC(C)=O (stereo unspecified)	i	31
Cc1nc(-c2ccc(F)cc2)c(CC(=O)Nc2cccc(S(=O)(=O)N3CCOCC3)c2)s1	i	56
COc1ccc(CNC(=O)CN(C(=O)c2snc(C(N)=O)c2N)c2ccccc2F)cc1	i	12
CCC(=O)Nc1ccc2c(c1)Cc1cc(NC(=O)CC)ccc1-2	i	30
Cc1ccc(NC(=O)CN(C)C(=O)Cc2ccc(Cl)cc2Cl)cc1	i	56
COc1ccc(NC(=O)CSc2nc3[nH]c(=O)[nH]c(=O)c3s2)cc1OC	i	30
O=C(Nc1nc(-c2cc(F)ccc2F)cs1)c1cccc(N2C(=O)CCC2=O)c1	i	49
COc1ccc(C(CNC(=O)c2ccc(NS(=O)(=O)c3ccc(F)c(C)c3)cc2)N2CCOCC2)cc1 (stereo unspecified)	i	45
CC(=O)Nc1ccc(N(CC(=O)NCC2CCCO2)C(=O)CCC(=O)Nc2cc(C)on2)cc1 (stereo unspecified)	i	24
CCC(=O)N1CCc2cc(S(=O)(=O)NC(Cc3ccccc3)C(=O)O)ccc21 (stereo unspecified)	i	25
O=C(OCC(=O)N1CCN(c2ccccc2)CC1)c1ccc(O)cc1O	i	29
O=C(Nc1ccc2nc3n(c(=O)c2c1)CCCC3)c1cncc(Br)c1	i	32
COc1ccc(NC2CCCN(C(=O)c3cn(C)c4ccccc34)C2)cc1 (stereo unspecified)	i	13
Cc1cccc(-c2cc(C(=O)Nc3c(C)n(C)n(-c4ccccc4)c3=O)c3ccccc3n2)c1	i	38
O=C(CSCc1ccccc1)Nc1ccccc1	i	15
Cc1cccc(OCc2occc2C(=O)Nc2cccc(-n3cnnn3)c2)c1	i	6
O=C(NCCc1nnc2ccc(N3CCCCCC3)nn12)c1ccccc1F	i	20
NC(=O)c1nsc(C(=O)N(Cc2ccc(F)cc2)C(C(=O)NCC2CCCO2)c2ccc(F)cc2)c1N (stereo unspecified)	i	36

The list is partial; rates above refer to the full screens.
